Screening data (PubChem)
MCL1 BIM primary – inhibitors of human MCL1 binding to BIM-BH3 peptide; Q07820; GST-MCL1 / FITC-Bim-BH3 fluorescence polarization; inhibition, % at 10.9 µM; 0.68% of 320,000 active;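 active means inhibition above the mean inhibition of all tested compounds plus 3 SD, set per campaign, cut at about 40% in these data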;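 further: 0% = DMSO wells and 100% = unlabeled Bim-BH3 peptide control; higher means more loss of mP so more displacement of Bim peptide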
Fam108B counter – blocks mouse Fam108B hydrolase in RBBP9 counter-screen | recombinant Fam108B, FP-Rh probe fluorescence polarization | inhibition, % at 9.51 µM | 0.33% of 300,000 active | AID 1947;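 active means inhibition above the screen mean inhibition plus 3 SD, computed separately per campaign, cut at about 18% in these data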;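 further: inhibitors lower polarization as less probe binds the enzyme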
GLD-1 RNA inh – GLD-1-TGE RNA interaction inhibition (C. elegans). Q17339. purified GLD-1 + fluorescein TGE RNA, fluorescence polarization. inhibition, % at 5.96 µM. 0.44% of 320,000 active. AID 2280;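 active means percent inhibition above a per-plate cutoff, the plate mean of test compounds plus 3 SD, cut at about 30% in these data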;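 further: 0% = DMSO wells with GLD-1 and probe and 100% = wells lacking GLD-1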
MEX-5 binding – C. elegans MEX-5 TCR-2 RNA binding activity; activity score (negative = inhibition of binding), % at 10 µM; MEX-5/FITC-TCR2 RNA binding, fluorescence polarization; hits give low values; 0.38% of 300,000 active; AID 1832;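 active means inhibition past about -25% in most replicates, and total fluorescence under double the plate's negative control median, limit read from the data; inconclusive means replicates evenly split on the limit, or fluorescence at least double controls; inactive means too little inhibition in most replicates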;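 further: 0% = DMSO and -100% = 5 µM competing unlabeled TCR2 RNA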
pPAFAH inh – inhibitors of human plasma PAF acetylhydrolase (pPAFAH) | recombinant pPAFAH, FP-rhodamine probe fluorescence polarization | inhibition, % at 3.39 µM | 1.5% of 330,000 active;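 active means inhibition above the mean inhibition across the screen plus 3 SD, cut at about 25% in these data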;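 further: inhibitors block binding of the rhodamine activity-based probe so polarization drops; 0% = enzyme with DMSO and 100% = wells lacking pPAFAH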
PAFAH1B2 inh – inhibitors of human PAFAH1B2. inhibition, % at 3.39 µM. recombinant PAFAH1B2, FP-rhodamine activity probe, fluorescence polarization. AID 492953. 1.2% of 340,000 active. P68402;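 active means inhibition above the mean of all tested compounds plus 3 SD, cut at about 24% in these data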;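 further: 0% = enzyme with DMSO and 100% = wells lacking PAFAH1B2; many of its hits are not listed in these tables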
Target sequence (P68402 whole entry, looked up): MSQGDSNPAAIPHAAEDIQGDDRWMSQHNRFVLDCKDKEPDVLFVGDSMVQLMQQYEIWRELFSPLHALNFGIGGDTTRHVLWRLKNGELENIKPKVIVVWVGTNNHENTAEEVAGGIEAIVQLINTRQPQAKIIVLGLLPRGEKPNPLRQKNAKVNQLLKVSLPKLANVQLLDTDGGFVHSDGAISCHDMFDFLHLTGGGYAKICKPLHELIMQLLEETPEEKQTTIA
Bcl-xL primary – inhibitors of human Bcl-xL; Q07817; GST-Bcl-xL / FITC-Bim BH3 peptide fluorescence polarization; inhibition, % at 10.9 µM; 0.7% of 320,000 active;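 active means inhibition above the mean of all tested compounds plus 3 SD, cutoff set per campaign, cut at about 30% in these data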;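 further: 0% = DMSO wells and 100% = unlabeled Bim-BH3 peptide competitor; inhibitors lower millipolarization by displacing the labeled peptide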
Target sequence (Q07817 whole entry, looked up): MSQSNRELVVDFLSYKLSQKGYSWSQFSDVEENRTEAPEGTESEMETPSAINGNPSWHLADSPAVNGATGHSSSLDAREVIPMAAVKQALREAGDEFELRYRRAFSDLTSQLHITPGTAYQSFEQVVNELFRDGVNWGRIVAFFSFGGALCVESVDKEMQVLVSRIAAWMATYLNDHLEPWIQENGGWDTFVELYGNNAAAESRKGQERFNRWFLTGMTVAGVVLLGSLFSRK
PME-1 inh – PME-1 (human) inhibition | Q9Y570 | recombinant PME-1, FP-Rh probe fluorescence polarization | inhibition, % at 5.9 µM | 0.53% of 320,000 active;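 active means inhibition above the campaign mean of all compounds plus 3 SD, cut at about 26% in these data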;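 further: competitive labeling of PME-1 active site by serine hydrolase directed probe; 0% = PME-1 with DMSO and 100% = wells lacking PME-1 enzyme; inhibitors block probe labeling so polarization falls and inhibition rises; many of its hits are not listed in these tables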
Target sequence (Q9Y570 whole entry, looked up): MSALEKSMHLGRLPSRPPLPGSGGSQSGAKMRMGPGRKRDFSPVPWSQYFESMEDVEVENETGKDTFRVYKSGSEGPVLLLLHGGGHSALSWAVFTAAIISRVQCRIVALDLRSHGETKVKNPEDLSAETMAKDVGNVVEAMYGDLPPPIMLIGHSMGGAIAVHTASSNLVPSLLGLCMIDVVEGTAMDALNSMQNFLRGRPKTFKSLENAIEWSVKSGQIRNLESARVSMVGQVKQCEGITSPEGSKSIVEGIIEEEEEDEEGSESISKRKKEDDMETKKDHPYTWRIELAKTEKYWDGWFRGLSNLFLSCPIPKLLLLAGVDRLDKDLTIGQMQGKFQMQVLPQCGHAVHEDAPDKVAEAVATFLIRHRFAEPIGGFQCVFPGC
AHR activator – activates the human aryl hydrocarbon receptor; P35869; AHR-responsive luciferase reporter cells, luminescence; activation, % at 5 µM; 2.5% of 320,000 active; AID 2796; in the data active means activation above about 47%;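 further: 0% = vehicle wells and 100% = reference agonist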
The depositor's hits bear a star; u = inconclusive; x = not tested or not shown.

SMILES	MCL1 BIM primary	Fam108B counter	GLD-1 RNA inh	MEX-5 binding	pPAFAH inh	PAFAH1B2 inh	Bcl-xL primary	PME-1 inh	AHR activator
Clc1ccc(OCCCCCN2CCOCC2)cc1	2	0	-2	-2.8	3	10	7	-3	4
O=C(CN1C(=O)C2CCCCC2C1=O)N1CCN(c2ncccn2)CC1 (configuration not stated)	-2	-2	1	1.4	-7	5	-15	-12	1
COc1ccc(CNCCSc2nnnn2C)c(OC)c1OC	-5	-3	4	0.7	2	4	0	-6	1
CC1(C)CC(CC(=O)O)(c2ccc(F)cc2)CCO1 (configuration not stated)	1	0	-2	2.0	3	5	4	-2	-2
CN=C1NN=C(c2cc(C)n(-c3c(C)n(C)n(-c4ccccc4)c3=O)c2C)CS1	1	-1	4	0.0	-2	2	3	-5	4
Cc1nc(C)c(CCNC(=O)c2ccc(C(F)(F)F)cc2)s1	3	-1	3	0.1	1	1	11	0	1
Clc1cccc(Cl)c1CSc1nnc(CN2CCOCC2)n1-c1ccccc1	3	-2	0	-1.6	12	5	6	2	0
Cn1c(=O)c2c(nc(NCc3cccnc3)n2Cc2cccc(C(F)(F)F)c2)n(C)c1=O	0	2	-4	-0.3	6	1	2	6	3
CCCC(=O)NCc1nc2ccccc2n1C	5	1	1	4.5	-1	1	6	10	-1
O=[N+]([O-])c1cccc2c(Cl)ccnc12	-2	-2	4	-0.3	2	4	3	0	-5
COc1cccc(OC)c1OCc1cc(C2C3CCCC=C3C(C#N)=C(N)C2(C#N)C#N)c(C)cc1C (configuration not stated)	1	-6	20	6.2	-3	-4	11	0	7
COc1ccc(-c2sc3ccccc3c2C#CCCO)cc1	-3	-10	2	4.2	2	2	1	-6	33

Next part, overlapping the part above by 6 compounds.
SMILES	MCL1 BIM primary	Fam108B counter	GLD-1 RNA inh	MEX-5 binding	pPAFAH inh	PAFAH1B2 inh	Bcl-xL primary	PME-1 inh	AHR activator
Clc1cccc(Cl)c1CSc1nnc(CN2CCOCC2)n1-c1ccccc1	3	-2	0	-1.6	12	5	6	2	0
Cn1c(=O)c2c(nc(NCc3cccnc3)n2Cc2cccc(C(F)(F)F)c2)n(C)c1=O	0	2	-4	-0.3	6	1	2	6	3
CCCC(=O)NCc1nc2ccccc2n1C	5	1	1	4.5	-1	1	6	10	-1
O=[N+]([O-])c1cccc2c(Cl)ccnc12	-2	-2	4	-0.3	2	4	3	0	-5
COc1cccc(OC)c1OCc1cc(C2C3CCCC=C3C(C#N)=C(N)C2(C#N)C#N)c(C)cc1C (configuration not stated)	1	-6	20	6.2	-3	-4	11	0	7
COc1ccc(-c2sc3ccccc3c2C#CCCO)cc1	-3	-10	2	4.2	2	2	1	-6	33
COc1cc(C2C3C(=O)N(c4ccccc4)C(=O)C3ON2c2ccccc2)ccc1O (configuration not stated)	2	-2	2	5.4	1	4	6	-1	0
COc1ccccc1NS(=O)(=O)c1ccc(Cl)c(NC(=S)NC(=O)C2CCCC2)c1	5	-18	6	-3.1	-3	-1	4	3	11
COCCNC(=O)CCc1c(C)nc2nc(-c3cc(OC)cc(OC)c3)nn2c1C	8	2	4	-0.1	1	3	-1	0	-2
CCC(=O)N1c2ccccc2NC2=C(C(=O)CCC2)C1c1cccnc1 (configuration not stated)	-2	-2	4	-0.3	3	5	2	3	1
c1c(C2CCCCC2)n[nH]c1CN1CCCCC1	-5	2	-6	0.3	5	-4	3	5	3
O=S(=O)(NCCc1ccccc1)c1ccccc1	4	5	8	-1.1	5	6	3	-6	4
O=C(Nc1c(F)cc(F)cc1Br)C1CCCO1 (configuration not stated)	0	1	-6	0.0	3	0	3	1	-1
O=C(CN(c1cccc([N+](=O)[O-])c1)S(=O)(=O)c1ccccc1)N1CCCCC1	4	-2	0	1.4	3	2	5	-4	-2
C/C(=N/NC(=O)CNC(=O)C1COc2ccccc2O1)c1cccc(O)c1 (configuration not stated)	0	-2	0	-1.4	1	0	0	-2	1
Cc1cccc(CCNS(=O)(=O)c2cc3c(cc2C)NC(=O)CO3)c1	7	4	5	-3.5	2	3	6	3	3
Cc1cc(SCC(=O)c2cc(C)n(C)c2C)nc2ccccc12	16	1	5	-0.5	3	2	10	10	39
OCCC1CN(Cc2ccccc2-c2ccco2)CCN1Cc1ccsc1 (configuration not stated)	1	-5	-1	0.5	2	4	9	-1	1
COC(=O)Nc1sc2nc(C)cc(C)c2c1-n1cccc1	-2	6	1	0.2	8	3	5	0	46
O=C(NCCc1c[nH]c2ccccc12)c1ccc(-n2cnnn2)cc1	-2	0	-2	-0.4	-2	-6	3	6	10
Cc1c(Br)c([N+](=O)[O-])nn1CCCC(=O)Nc1sc2c(c1C#N)CCC2	14	7	3	0.0	13	8	4	13	15
COC(=O)C1=C(C)N=C2SC(C)C(=O)N2C1c1cccs1 (configuration not stated)	4	-4	-8	1.0	0	2	-4	-2	2
COc1cc2sc(C)nc2c2ccccc12	-20	1	5	-2.5	-6	0	-6	2	4
Cc1ccc(CN2CCN(/N=C/c3ccco3)CC2)c(C)c1	-2	0	-3	2.8	-7	-7	6	-4	0
CCCCCCCCn1c(=O)c(C(=O)OC)c(N)c2ccccc21	-11	-12	-1	2.9	-15	x	0	-3	5
O=C(c1cc2ncc(Br)cn2n1)N1CCN(C(=O)c2ccco2)CC1	21	19*	-5	-5.1	9	7	11	1	2
O=C(NNC(=S)NC(=O)c1ccccc1[N+](=O)[O-])c1ccccc1O	21	12	9	u	8	x	13	0	-1
CC(Oc1ccc(Cl)cc1Cl)C(=O)N/N=C1\CCCc2ccccc21 (configuration not stated)	0	-3	4	2.0	2	4	2	4	2
CC1CCN(C(=S)SCc2nc(N)nc(Nc3ccccc3)n2)CC1	9	0	-3	1.6	-1	6	3	0	6
CC(=O)Nc1ccc(NC(=O)C(C)OC(=O)CN(C)S(=O)(=O)c2ccc(Cl)cc2)cc1 (configuration not stated)	0	1	3	0.6	2	8	4	3	-3
Cn1nc(-c2ccccc2)cc1NC(=O)C1CCCCC1	-7	-3	-1	2.0	-8	-3	-10	-7	14
Nc1ccc(O)c(C(=O)O)c1	76*	9	18	-15	49*	x	35*	-3	-2
CCOC(=O)C1CN(S(=O)(=O)c2ccccc2)CCN1S(=O)(=O)c1ccccc1 (configuration not stated)	5	3	-10	1.3	-1	6	6	1	2
CN(CCC1CCOCC1)C(=O)CC1C(=O)NCCN1CC1CCCCC1 (configuration not stated)	23	3	7	-0.9	-2	3	12	2	3
CCOP(=O)(OCC)C(Nc1ccc(C)cc1)c1ccco1 (configuration not stated)	1	3	0	1.9	-1	6	2	3	1
O=C(CN1C(=O)COc2ccccc21)N1CCCc2ccccc21	-1	6	7	-2.0	5	6	3	-3	6
Cc1ccc2[nH]c(=O)c(CN(CC3COCCO3)C(=O)Nc3ccccc3F)cc2c1 (configuration not stated)	3	0	2	0.5	4	4	7	6	2
Cc1ccc(S(C)(=O)=O)cc1S(=O)(=O)Nc1cccc(Cl)c1	-1	1	5	1.6	4	-1	-1	-1	0
Cc1cc(C)n2nc(CC(=O)NNC(=O)COc3cccc(C)c3C)nc2n1	1	3	-5	-0.1	-1	5	7	0	3
O=C(c1ccco1)N1CCN(C(=O)c2cc(=O)[nH]c3ccccc23)CC1	3	x	2	x	0	1	0	1	6
COc1ccc(C2Nc3ccccc3C(=O)N2C2CCCCC2)cc1 (configuration not stated)	-7	0	3	0.1	1	1	-5	-2	4
CC(=O)Nc1ccc(NC(=O)C(C)OC(=O)CSc2ccc(Br)cc2C)cc1 (configuration not stated)	-5	0	-1	0.7	15	24*	5	2	1
Cc1ccccc1N1C(=O)c2cc(S(N)(=O)=O)c(Cl)cc2NC1C (configuration not stated)	-1	3	9	x	-6	5	0	-13	-1
COC(=O)c1c(C)nn(-c2ccccc2)c1N	14	5	-1	1.1	-4	1	6	-6	17
COc1ccc(S(=O)(=O)N2CCN(C(=O)c3cc(C4CC4)nn3-c3ccccc3)CC2)cc1OC	x	x	-1	x	0	2	x	x	-1
O=C(COc1ccc2ccccc2c1)NCCn1ccc2ccccc21	1	1	3	1.2	9	16	2	3	4
c1ccc(C2=NN(c3ccccc3)CC2)cc1	10	1	4	4.7	4	6	9	9	28
O=C(O)C[C@H]1c2cc(F)ccc2S(=O)(=O)N1Cc1ccccc1	-1	2	-4	-1.6	5	5	10	0	-3
CC(C)CC(NC(=O)c1cccs1)c1nnc(SCc2ccc(Cl)c(Cl)c2)n1C (configuration not stated)	-3	-3	7	0.0	2	5	-2	3	6
COc1ccc(-c2[nH]nc3c2C(c2ccncc2)C(C#N)=C(N)O3)cc1 (configuration not stated)	12	2	-9	-1.3	-1	3	9	2	2
Oc1ccc2ccccc2c1C1Nc2cccc3cccc(c23)N1	13	10	1	0.4	15	6	8	12	21
CCN(CC)c1ccc(-c2sc(Nc3ccccc3)n[n+]2-c2ccc(F)cc2)cc1	-26	2	-125	42	4	-6	-13	3	63*
CC1=C(C(=O)OCC2CCCO2)C(c2ccc(C)o2)C2=C(CC(c3ccc(F)cc3)CC2=O)N1 (configuration not stated)	9	2	3	0.9	6	3	5	8	10
Cc1nccn1S(=O)(=O)c1ccc(Br)cc1Br	3	-3	7	-1.3	0	6	4	-2	-1
CC(=O)c1cccc(NC(=O)COC(=O)COc2ccccc2C)c1	1	1	3	1.4	8	2	1	6	-1
COc1ccc(CCNC(=O)COc2ccc(S(=O)(=O)N3CCOCC3)cc2C)cc1	-6	2	1	2.7	0	4	-1	0	0
Cc1cc(C(=O)CS(=O)(=O)c2ccccc2)cc(C)c1O	3	-8	2	-1.3	1	3	6	-4	2

Bcl-xL primary: hit marks shown above.
SMILES	MCL1 BIM primary	GLD-1 RNA inh	MEX-5 binding	pPAFAH inh	PAFAH1B2 inh	Bcl-xL primary	PME-1 inh	AHR activator
Nc1ccc(O)c(C(=O)O)c1	76*	18	-15	49*	x	35*	-3	-2

Of the compounds above, these have a CF3 group:
SMILES	MCL1 BIM primary	Fam108B counter	GLD-1 RNA inh	MEX-5 binding	pPAFAH inh	PAFAH1B2 inh	Bcl-xL primary	PME-1 inh	AHR activator
Cc1nc(C)c(CCNC(=O)c2ccc(C(F)(F)F)cc2)s1	3	-1	3	0.1	1	1	11	0	1
Cn1c(=O)c2c(nc(NCc3cccnc3)n2Cc2cccc(C(F)(F)F)c2)n(C)c1=O	0	2	-4	-0.3	6	1	2	6	3

A portion of the library. The share of hits here may be higher or lower than overall.
